MBD2 DNA inh = inhibitors of human MBD2 binding to methylated oligonucleotide; inhibition, % at 4.4 µM; 0.31% of 370,000 active; AID 686964; TR-FRET; Q9UBB5; in the data active = inhibition above about 13%
PRMT1 inh = blocks human protein arginine methyltransferase 1 | recombinant PRMT1, activity-based probe fluorescence polarization | inhibition, % at 2.79 µM | 1.3% of 370,000 active;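 active = inhibition above about 21% made by adding two undisclosed values, limit read from the data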
UHRF1 binding = UHRF1 methyl-DNA binding inhibition; Q96T88; UHRF1 binding to methylated oligo, TR-FRET; inhibition, % at 4.4 µM; 0.75% of 370,000 active; in the data active = inhibition above about 21%;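 note: UHRF1 SRA domain binding a hemimethylated CpG hairpin DNA probe; 0% = median of test compound wells and 100% = reference inhibitor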
Target sequence (Q96T88 whole entry, looked up, the tested form may be a part): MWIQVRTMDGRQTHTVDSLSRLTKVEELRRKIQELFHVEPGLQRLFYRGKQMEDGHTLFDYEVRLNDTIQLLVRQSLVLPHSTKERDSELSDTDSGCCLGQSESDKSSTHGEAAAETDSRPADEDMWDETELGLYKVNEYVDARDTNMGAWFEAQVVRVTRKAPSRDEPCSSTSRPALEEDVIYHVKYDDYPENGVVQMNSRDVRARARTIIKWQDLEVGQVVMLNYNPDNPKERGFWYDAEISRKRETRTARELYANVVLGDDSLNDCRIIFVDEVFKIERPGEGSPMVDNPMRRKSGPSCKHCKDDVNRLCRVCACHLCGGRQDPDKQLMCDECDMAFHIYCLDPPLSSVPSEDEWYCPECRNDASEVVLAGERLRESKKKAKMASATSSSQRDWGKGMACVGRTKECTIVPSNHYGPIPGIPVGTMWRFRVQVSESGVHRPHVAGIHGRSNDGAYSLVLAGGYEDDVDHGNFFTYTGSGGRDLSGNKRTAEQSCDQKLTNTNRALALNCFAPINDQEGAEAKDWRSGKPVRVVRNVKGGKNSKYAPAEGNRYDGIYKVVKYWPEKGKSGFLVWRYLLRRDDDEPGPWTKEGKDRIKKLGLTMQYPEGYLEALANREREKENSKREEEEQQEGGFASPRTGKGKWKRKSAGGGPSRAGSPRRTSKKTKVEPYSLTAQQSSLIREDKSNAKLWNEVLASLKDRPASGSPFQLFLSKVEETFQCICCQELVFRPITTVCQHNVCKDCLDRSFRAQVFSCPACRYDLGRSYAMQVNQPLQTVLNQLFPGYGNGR
LEDGF integ inh = blocks HIV-1 LEDGF/p75-dependent DNA integration. inhibition, % at 3.7 µM. TR-FRET IN-LEDGF/p75 DNA integration, Eu/Cy5. 0.64% of 370,000 active;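 active = inhibition above the screen-wide mean plus 3 SD, cut at about 13% in these data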;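 note: signal is the Cy5 over europium emission ratio at 671 and 618 nm; 0% = plate median of compound wells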
rCAG binder = r(CAG) repeat RNA binding; TO-PRO-1 dye displacement fluorescence; inhibition, % at 3 µM; 1.3% of 370,000 active; AID 651821;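 active = inhibition above the plate cutoff, the mean of all test compounds on that plate plus 3 SD, cut at about 35% in these data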;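 note: 0% = DMSO alone and 100% = 100 µM mitoxantrone as full dye displacement; higher means more dye released from RNA so lower well fluorescence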
PG9 Ab binder = PG9 antibody binding by small molecule | AID 624416 | 0.43% of 360,000 active | inhibition, % at 6.7 µM | TR-FRET gp120-PG9 antibody binding; in the data active = inhibition above about 8.5%
TCR CD3 inh = human TCR-CD3 binding inhibition; TAMRA-labeled TCR probe fluorescence, biochemical; inhibition, % at 9.4 µM; 0.37% of 360,000 active; AID 651800; in the data active = inhibition above about 19%;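 note: recombinant mutant TCR 2C K166C tagged with TAMRA read by polarization; 0% = receptor in buffer alone and 100% = receptor with positive control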
HTRA1 inh = inhibitors of human serine peptidase HTRA1; inhibition, % at 5.96 µM; 0.5% of 340,000 active; recombinant HTRA1, FP-rhodamine activity-based probe, fluorescence polarization; Q92743; in the data active = inhibition above about 36%;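 note: 0% = enzyme with DMSO and 100% = wells lacking enzyme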
ABHD4 inh = inhibitors of mouse ABHD4 | Q8VD66 | purified mABHD4, FP-Rh probe fluorescence polarization | inhibition, % at 8.92 µM | 0.54% of 370,000 active | AID 720543;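 active = inhibition exceeding the mean over every tested compound plus 3 SD, cut at about 30% in these data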;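 note: 0% = plate median of compound wells and 100% = S159A mutant with DMSO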
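Test system: mABHD4 protein; Read-out basis: % inhibition; Incubation: 45 min + 60 min at 25 °C; Repeats: single replicate; Technique: fluorescence polarization with parallel and perpendicular emission, 525/598 nm; Compound: 8.92 µM, single dose; Benchmarks: full inhibition S159A mutant plus DMSO, zero as sample-well median.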
Rev-erbA mod = modulates human Rev-erb alpha binding to DNA. 0.79% of 370,000 active. AID 1259318. Rev-erbα–FITC-DNA binding, fluorescence polarization, 90 min. activity, % at 10 µM. P20393;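 active = activity above about 14%, limit read from the data; passing the limit was not always enough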;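 note: 0% = DMSO wells with 35 nM protein and 100% = DMSO wells with 750 nM protein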
An asterisk follows results filed as active; x = not tested or not shown. Not all compounds are listed; count on the stated rates, not on these rows.

compound	HTRA1 inh	Rev-erbA mod	UHRF1 binding	PRMT1 inh	PG9 Ab binder	ABHD4 inh	TCR CD3 inh	rCAG binder	LEDGF integ inh	MBD2 DNA inh
CCCS(=O)(=O)N1CCN=C1SCc1cccc(F)c1	-5	-1	-3	4	-1.1	2	3	-2	-1	2
Cc1ccc(C(=O)OCC(=O)c2ccc(Cl)s2)s1	-7	4	-2	-1	-0.1	7	10	1	-2	0
CN(CC(=O)Nc1ccccc1C(=O)NC1CC1)Cc1ccccc1F	-3	-1	3	5	0.0	-15	-7	-5	3	6
Cc1cccc(CC(C)NC(=O)c2cc(COc3ccc(F)cc3F)on2)n1 (stereo not drawn)	-6	2	-3	-3	0.0	-6	3	-7	-1	1
CCc1cc(=O)oc2cc(C)cc(OCC(=O)NCc3ccccn3)c12	2	-4	0	-1	-2.4	-2	-9	-3	2	1
CS(=O)(=O)N(CC(=O)Nc1cccc([N+](=O)[O-])c1)c1ccccc1F	6	-5	-2	0	-1.3	-8	8	-2	-2	-2
CCOC(=O)c1ccc(NC(=O)Oc2cc(C)c(Cl)cc2C(C)C)cc1	-31	-4	3	8	0.5	-23	3	1	-4	9
COc1ccc(-c2csc(NC(=O)c3ccc(N4C(=O)CCC4=O)cc3)n2)cc1	3	27*	-1	-1	29*	0	17	1	1	0

Following part
compound	HTRA1 inh	Rev-erbA mod	UHRF1 binding	PRMT1 inh	PG9 Ab binder	ABHD4 inh	TCR CD3 inh	rCAG binder	LEDGF integ inh	MBD2 DNA inh
O=C(CSc1nc2ccccc2n1S(=O)(=O)c1ccccc1)N1CCCC1	-1	0	0	-1	-2.4	3	3	-2	-2	1
CCOc1ccc(CCNC(=O)COC(=O)Cn2nc(C)c([N+](=O)[O-])c2C)cc1OCC	1	0	0	3	2.0	1	-1	-7	0	4
CCCNC(=O)c1ccccc1NC(=O)c1ccccc1SC	-4	0	14	4	-0.5	-12	-2	4	1	1
O=C(c1ccccc1F)N1CCN(c2cnn(-c3cccc(Cl)c3)c(=O)c2Cl)CC1	0	-4	6	-3	0.2	1	0	4	4	0
Cc1cc(C)nc(/N=C2\NC(=O)CC(C(=O)O)N2CCc2c[nH]c3ccccc23)n1 (stereo not drawn)	4	-2	7	2	1.0	9	0	10	3	-2
CCCNC(=O)C1CC(=O)N(c2ccc(OCC)cc2)C1 (stereo not drawn)	4	-7	-1	0	1.0	2	11	-1	5	-5
CC1CCN(S(=O)(=O)c2ccc(NC(=O)Cc3ccccc3)cc2)CC1	-42	0	4	3	0.2	-25	-5	6	4	1
COc1cc(OC)cc(C(=O)N[C@H](C(=O)Nc2nc(-c3ccc(F)c(F)c3)cs2)C(C)C)c1	-11	2	1	-2	-0.2	-3	2	3	3	0

Next section:
compound	HTRA1 inh	Rev-erbA mod	UHRF1 binding	PRMT1 inh	PG9 Ab binder	ABHD4 inh	TCR CD3 inh	rCAG binder	LEDGF integ inh	MBD2 DNA inh
Cc1cccc(N2C(=O)CC(Sc3nc(C)cc(C)n3)C2=O)c1 (stereo not drawn)	-3	1	0	2	-1.4	-1	7	-1	2	3
CCC(=O)Nc1ccc(NC(=O)CSc2nnnn2-c2cccnc2)cc1C	5	-4	1	1	-1.5	0	2	0	3	3
COc1ccc(N(C)S(=O)(=O)c2c(C)noc2C)c(OC)c1	-1	8	-1	2	-1.6	0	6	-6	4	-1
CC(C)(C)c1ccc(C(=O)Nc2cc(Cl)ccc2-c2nn[nH]n2)cc1	x	2	1	7	x	-154	x	x	-1	-3
Cn1c(SCC(=O)N/N=C/c2ccc([N+](=O)[O-])s2)nnc1-c1ccc(Cl)cc1	14	3	-2	0	-3.6	11	-1	2	1	1
COc1ccc(-c2cc(=O)oc3cc(OCC(=O)N(C)C4CCS(=O)(=O)C4)ccc23)cc1 (stereo not drawn)	-1	1	-2	3	0.2	2	-1	-2	2	2
Cc1cc(C)c(C)c(OCC(=O)N2CCCCCC2)c1	7	2	0	-2	-1.0	-2	2	-5	-1	-2
c1csc(C(c2nnnn2C2CCCCC2)N2CCN(c3nc4ccccc4s3)CC2)c1 (stereo not drawn)	4	-1	1	-1	-1.2	-7	3	3	4	2

New compounds follow
compound	HTRA1 inh	Rev-erbA mod	UHRF1 binding	PRMT1 inh	PG9 Ab binder	ABHD4 inh	TCR CD3 inh	rCAG binder	LEDGF integ inh	MBD2 DNA inh
Cc1ccc(C)c(/C=C/C(=O)c2ccccc(=O)c2O)c1	54*	1	0	15	-2.5	38*	11	39*	10	4
COc1ccc(-c2nc(NC(=O)c3ccccc3)sc2-c2ccc([N+](=O)[O-])cc2)cc1	-1	0	6	1	-0.2	-5	2	1	0	6
COc1ccc(NC(=O)c2cc(C3CCCCN3C(=O)c3ccc(C#N)cc3)on2)c(C)c1 (stereo not drawn)	x	0	-2	1	-1.2	2	0	0	-1	-6
Cc1cc(O)c(C=Nc2cccc(Cl)c2)c(=O)o1	1	-7	0	1	-3.1	1	2	5	3	-2
CCOC(=O)C1=C(C)N=c2s/c(=C\c3ccc(OCC(=O)O)cc3)c(=O)n2C1c1ccc(Cl)cc1 (stereo not drawn)	-52	-4	-2	30*	-1.5	-50	7	55*	3	2
COc1ccc(NC(=O)C2Cc3c(-c4ccc(NC(C)=O)cc4)ccnc3O2)cc1 (stereo not drawn)	x	-6	0	-2	-0.3	-4	-4	0	1	-2
OC(Cc1nc2ccccc2[nH]1)c1ccccc1Cl (stereo not drawn)	-7	0	1	0	-0.8	-2	-2	-1	-5	4
Cc1ccc(C(=O)C2CCNCC2)cc1	2	-2	-1	-2	-1.4	-1	-1	1	0	4

Next section, overlapping the part above by two compounds.
compound	HTRA1 inh	Rev-erbA mod	UHRF1 binding	PRMT1 inh	PG9 Ab binder	ABHD4 inh	TCR CD3 inh	rCAG binder	LEDGF integ inh	MBD2 DNA inh
OC(Cc1nc2ccccc2[nH]1)c1ccccc1Cl (stereo not drawn)	-7	0	1	0	-0.8	-2	-2	-1	-5	4
Cc1ccc(C(=O)C2CCNCC2)cc1	2	-2	-1	-2	-1.4	-1	-1	1	0	4
Cc1nnc(NC(=O)c2cccc(S(=O)(=O)N3CCN(C)CC3)c2)s1	5	3	1	-1	-1.8	8	-6	4	4	-6
CCOc1cc(C(=O)OCc2ccc(OC)cc2)ccc1OCC(=O)N1CCOCC1	-14	3	-1	-3	-0.3	-3	6	-1	-3	-3
O=C(Nc1ccccc1N1CCOCC1)c1ccc([N+](=O)[O-])cc1	-2	-1	-2	0	-1.1	-1	5	-2	-3	-2
CN(C)c1ccc(-c2nn3c(-c4ccccc4Cl)nnc3s2)cc1	-32	4	0	1	1.9	2	-4	5	-2	2
COc1ccccc1C(=O)NC(C)c1cccc2ccccc12 (stereo not drawn)	-16	6	0	7	-0.6	-4	-2	-2	-2	-2
Brc1cc2c(cc1/C=N/Nc1nc3ccccc3s1)OCO2	-7	3	2	-1	-2.3	2	-2	4	1	-4
Cc1ccccc1NC(=O)c1ccno1	3	2	0	6	-0.8	5	1	4	-4	1
COc1cc2sc3cc(NCc4ccc(C)o4)ccc3c(=O)c2cc1OC	-42	0	-18	8	-0.6	-3	2	15	-2	2

(further entries)
compound	HTRA1 inh	Rev-erbA mod	UHRF1 binding	PRMT1 inh	PG9 Ab binder	ABHD4 inh	TCR CD3 inh	rCAG binder	LEDGF integ inh	MBD2 DNA inh
CN(C)S(=O)(=O)c1cccc(NC(=S)NC(=O)c2ccco2)c1	-3	2	0	-1	-1.4	0	0	2	2	0
Cc1ccc(-c2nnc(-c3ccncc3)n2-c2ccc(C)cc2)cc1	-2	-1	0	2	0.3	-4	0	-5	1	-4
OC1(c2cccc(C(F)(F)F)c2)CCN(Cc2nc(-c3cnccn3)no2)CC1	2	-2	1	-2	-2.5	-6	5	-4	2	-2
COC(=O)[C@]12C[C@H](CC(=O)NCCCN3CCCC3=O)C(=O)N(Cc3ccc4c(c3)OCO4)C1=C[C@H](C(C)C)O[C@@H]2C1CC1	x	-1	-1	0	x	5	x	0	-1	-4
COc1ccc(C(=O)c2c(O)cc(-c3ccc(OC)cc3)oc2=O)cc1	3	-7	-5	-4	1.0	0	7	4	3	6
C[C@@H]1CN([C@@H](C)CO)C(=O)CCCn2nncc2CO[C@H]1CN(C)Cc1ccc2c(c1)OCCO2	0	0	1	1	0.6	2	-3	-1	-10	-4
Cc1cc(C)n(-c2nnc(C)n2NS(=O)(=O)c2ccc(F)cc2)n1	10	4	-2	-2	-2.1	6	6	-2	-2	-5
O=C(O)c1ccccc1-c1ccccc1C(=O)Nc1ccccc1-c1ccccc1	-3	3	2	1	-2.0	-6	-9	5	2	-3

Next entries:
compound	HTRA1 inh	Rev-erbA mod	UHRF1 binding	PRMT1 inh	PG9 Ab binder	ABHD4 inh	TCR CD3 inh	rCAG binder	LEDGF integ inh	MBD2 DNA inh
Brc1ccccc1C1N=C(c2ccccc2)NO1 (stereo not drawn)	-3	3	2	3	-1.2	1	0	2	-5	-3
CN1CCc2c(sc(NC(=O)CS(=O)(=O)c3ccccc3)c2C(N)=O)C1	-4	6	-3	-1	-1.6	2	0	2	2	1
Fc1cccc(/C=N/n2c(C3CCCCC3)n[nH]c2=S)c1	-8	9	-5	5	-0.4	-1	0	4	3	-1
Cc1ccccc1NC(=O)c1ccc2c(O)c(S(=O)(=O)c3ccccc3)c(=O)[nH]c2c1	-7	4	6	8	-0.1	4	-2	7	0	3
O=C(NCCN1CCOCC1)c1cc2ccccc2oc1=O	4	-5	1	-3	-2.3	-5	-3	-3	8	3
Cc1nc2ccccc2n1C1CCN(C(=O)Nc2ccccc2)CC1	1	x	-2	-6	-0.8	3	2	-5	1	-1
O=C(CCOc1ccccc1)N1CCN(S(=O)(=O)c2cccs2)CC1	0	-1	2	-1	-0.6	-3	0	-2	-1	2
O=C(CN1CCC(NC(=O)c2ccc(F)cc2)CC1)NCc1ccccc1F	1	2	2	2	-1.2	-5	-8	4	-3	1
Nc1ccc(SC(F)(F)F)cc1	5	3	-1	-6	0.7	-6	8	1	1	1
COc1ccc(C(=O)NCC(c2ccco2)N2CCOCC2)cc1 (stereo not drawn)	0	6	2	2	-0.3	-6	-3	2	-4	2
COc1ccccc1C(=O)Nc1c2c(nn1-c1cccc(C)c1C)CS(=O)C2 (stereo not drawn)	-6	-2	14	0	-1.6	0	3	-5	0	5

Bioassay records deposited in PubChem by several laboratories.
